Screening results from PubChem.
D1 mod – allosteric modulators of human D1 dopamine receptor. P21728. HEK293 D1, CRE-luciferase, dopamine EC30 potentiation; actives deviate in either direction. B-score at 10 µM. actives 5.9% (n = 58,000). AID 641;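 active means luminescence count or its row- and column-corrected plate score outside the 99.7% band of the plate's sample wells, on either side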
Fluor 339 460 – intrinsic fluorescence of library compounds, ex339/em460 – biochemical, MLSMR library, data from DPM-DC assay, artefact control, profiling panel | AID 709 | compound autofluorescence, ex339/em460 nm, NADH buffer; stronger effect = higher value; 1 = no-compound wells, NADH background | actives 5.5% (n = 65,000) | fluorescence fold increase at 10 µM;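 active means at 10 µM, mean starting fluorescence two-fold or more over control wells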;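 further: signal is the first read of a kinetic run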
NADH coupling – blocks coupling enzymes of NAD/NADH assays; IC50, µM (doses to about 10 µM), for inactives: at the highest dose inhibition; actives 0.02% (n = 65,000); coupled PK/LDH NADH assays, four targets;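 active means single-dose screening hits from any of four coupled enzyme assays that gave an IC50 when retested across doses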;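 further: the DPM-DC format reads NADH fluorescence rather than 340 nm absorbance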
Hsp90 block – displaces geldanamycin probe from tumor Hsp90 | P07900 | NCI-N417 lysate Hsp90, Cy3B-geldanamycin FP displacement | inhibition, % at 30 µM | actives 0.35% (n = 64,000);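 active means inhibition above 50%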;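 further: 0% = tracer plus lysate wells and 100% = tracer alone without lysate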
M1 antag – M1 muscarinic receptor (rat) antagonism | actives 3.4% (n = 64,000) | CHO-M1 cells, Fluo-4 calcium, ACh EC80 antagonist mode; stronger effect = lower value | B-score at 10 µM | AID 628 | P08482;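 active means calcium fluorescence response, raw or row-and-column corrected B-score, differing from the plate sample mean either way at a set confidence level, mostly lower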
Ec RNAP inh – inhibitors of Escherichia coli RNA polymerase; P0A8V2; E. coli RNA polymerase, fluorescence transcription assay; inhibition, %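 (tested at 10 µM)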; actives 0.2% (n = 62,000); in the data active means inhibition above about 20%;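 further: 0% = enzyme without compound and 100% = no enzyme blank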
HTR1A agonist – agonists of human 5-HT1a serotonin receptor. CHO 5-HT1a Ga15 NFAT-bla reporter, FRET ratio; 0% basal, 100% maximal reference agonist. AID 567. activation, % at 10 µM. P08908. actives 0.56% (n = 65,000);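 active means activation above the screen-wide mean activation plus 3 SD, cut at about 19% in these data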;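 further: 0% = DMSO wells and 100% = 5-CT at EC100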
M1 ag – M1 muscarinic receptor agonism. AID 626. CHO-M1 cells, Fluo-4 calcium fluorescence, agonist mode; stronger effect = higher value. actives 3% (n = 64,000). B-score at 10 µM;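 active means fluorescence rise, raw or as B-score row- and column-corrected plate score, outside the 99.7% band of its plate's samples, either direction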
Her2 expr inh – lowers expression of human Her2 kinase | P04626 | actives 0.69% (n = 65,000) | AID 645 | HER2 level % of control, % at 10 µM | SKBR-3 HER2 protein level, AlphaScreen, 18-24 h; stronger effect = lower value;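 active means HER2 level under 5% of the carrier-only control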;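 further: 100% = DMSO carrier and 0% = 500 nM PU-H71 HSP90 inhibitor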
Target sequence (P04626 whole entry, looked up): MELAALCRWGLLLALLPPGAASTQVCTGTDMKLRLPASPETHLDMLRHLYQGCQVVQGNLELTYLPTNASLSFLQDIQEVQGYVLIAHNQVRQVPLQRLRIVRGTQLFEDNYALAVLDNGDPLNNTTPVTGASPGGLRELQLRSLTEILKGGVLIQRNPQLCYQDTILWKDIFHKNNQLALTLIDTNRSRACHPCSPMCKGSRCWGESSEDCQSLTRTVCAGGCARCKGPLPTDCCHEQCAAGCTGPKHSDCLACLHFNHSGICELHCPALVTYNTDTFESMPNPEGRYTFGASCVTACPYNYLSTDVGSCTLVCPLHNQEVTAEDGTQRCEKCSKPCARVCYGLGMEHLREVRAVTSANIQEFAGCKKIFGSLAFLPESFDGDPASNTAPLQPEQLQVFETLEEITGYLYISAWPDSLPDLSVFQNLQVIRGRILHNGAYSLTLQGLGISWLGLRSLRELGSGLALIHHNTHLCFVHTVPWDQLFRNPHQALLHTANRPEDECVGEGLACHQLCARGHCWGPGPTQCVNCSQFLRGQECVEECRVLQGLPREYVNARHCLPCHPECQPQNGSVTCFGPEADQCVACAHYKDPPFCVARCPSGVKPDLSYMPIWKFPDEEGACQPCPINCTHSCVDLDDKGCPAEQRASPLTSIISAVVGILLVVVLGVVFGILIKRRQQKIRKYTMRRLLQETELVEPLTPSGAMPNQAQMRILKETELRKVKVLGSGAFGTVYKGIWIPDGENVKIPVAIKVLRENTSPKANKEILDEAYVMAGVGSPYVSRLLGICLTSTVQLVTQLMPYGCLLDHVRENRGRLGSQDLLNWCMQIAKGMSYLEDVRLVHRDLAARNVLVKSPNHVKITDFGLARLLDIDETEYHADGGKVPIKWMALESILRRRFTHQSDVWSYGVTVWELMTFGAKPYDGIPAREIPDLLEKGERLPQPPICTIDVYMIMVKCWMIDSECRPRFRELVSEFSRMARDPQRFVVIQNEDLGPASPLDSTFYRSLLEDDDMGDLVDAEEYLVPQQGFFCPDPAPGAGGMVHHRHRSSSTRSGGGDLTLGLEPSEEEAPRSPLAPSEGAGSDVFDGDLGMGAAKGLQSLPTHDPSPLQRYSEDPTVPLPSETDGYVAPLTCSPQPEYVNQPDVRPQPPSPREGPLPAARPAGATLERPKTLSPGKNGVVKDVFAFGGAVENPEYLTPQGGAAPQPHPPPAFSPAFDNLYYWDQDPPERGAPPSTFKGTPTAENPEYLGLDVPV
Starred values were filed as active, the others as inactive; · = no result given. Not a hit list (roughly 16% active in at least one column).

SMILES	D1 mod	Fluor 339 460	NADH coupling	Hsp90 block	M1 antag	Ec RNAP inh	HTR1A agonist	M1 ag	Her2 expr inh
CC(C(=O)O)C1SC(=O)NC1=O (centres undefined)	0.22	1	0%	3	0.93	2	-1.3	3.6	101
CCOC(=O)C(CCSC)NC(=O)CN (centres undefined)	4.8*	1.1	2%	0	-0.15	5	-0.8	-0.022	67
CCCC(=O)N1CC(=O)Nc2ccc(C)cc2C1c1ccc(F)cc1 (centres undefined)	-1.5	1	2%	-2	-0.41	6	0.4	1.2	105
CC1CCN(S(=O)(=O)c2ccc(F)c(C(=O)O)c2)CC1	-0.73	1.1	5%	3	0.8	3	-2.5	-0.046	91
CN(c1ccccc1C(=O)Nc1cccnc1)S(C)(=O)=O	0.072	1.1	3%	-3	0.02	-2	-1.0	1.1	78
Cn1c(SCC(=O)Nc2cccc(F)c2)nnc1-c1cc2ccccc2o1	0.058	1.4	9%	0	-0.031	4	-3.9	-0.065	123
O=C(Cn1cc2c(n1)CCCC2)N1CCOCC1	-0.1	1.1	3%	-2	1.1	2	-4.5	-0.13	95
CCN(CC)C(=O)CSc1nnc(-c2ccc(S(=O)(=O)NCc3ccccc3Cl)cc2)o1	·	1.1	6%	2	-1.3	4	9.4	0.14	82
CCn1cc(C(=O)NC2CCCCCC2)c(=O)c2cc(S(=O)(=O)N3CCCCC3)ccc21	0.095	1	5%	0	0.59	2	-1.6	-1.2	38
O=C(NCc1ccccc1)c1ccc(/C=N/O)nc1	-0.26	1.1	7%	-1	0.82	12	-1.9	0.092	115
CCc1nc(SCC(=O)NCCc2ccc(OC)c(OC)c2)c2c(=O)n(C)c(=O)n(C)c2n1	-0.036	1.1	1%	-1	0.17	5	0.3	0.38	84
CCOC(=O)/C(C#N)=C1/SC(CCO)C(=O)N1c1ccccc1 (centres undefined)	·	1	3%	-3	0.43	0	1.3	-0.69	80
Cn1cnnc1SCC(=O)c1ccco1	0.082	1.1	2%	·	-0.5	10	-1.6	-0.029	72
CCOc1ccc(C2C(C#N)=C(N)Oc3n[nH]c(C)c32)cc1OC(=O)C1CC1 (centres undefined)	-0.62	1	1%	-2	1.2	6	-2.0	4.6*	70
C=CCN1C(=O)/C(=C2/Sc3ccccc3N2CCCS(=O)(=O)O)SC1=S	0.19	1	5%	-9	-0.86	5	1.5	-0.64	94
Cc1ccc(S(=O)(=O)Nc2nc3ccccc3nc2NCc2ccco2)cc1	1.6	1.6	5%	-7	0.18	5	-3.2	-0.31	58
COc1ccc(CCN=CC2=C(O)CCCC2=O)cc1OC	1.1	1.1	0%	0	0.41	1	0.7	-0.083	106
CCC1(CC)C(=O)NC(=O)NC1=Nc1cccc(OC)c1	0.38	1.1	3%	-4	-0.15	9	-2.9	0.2	119
Cc1cccc(OCCCC(=O)Nc2ccc3c(c2)OCO3)c1	-0.55	1.1	1%	-2	-0.19	·	1.5	0.018	126
O=c1oc2ccccc2c2nccnc12	-0.26	1	2%	-4	0.77	10	-3.4	0.16	108
CCOC(=O)N1CCC(NS(=O)(=O)c2ccc3c(c2)CCN3C(C)=O)CC1	0.093	1.1	3%	-1	·	8	-0.9	·	99
Cc1cc(NC(=O)CSc2cn(CCNC(=O)c3ccccc3)c3ccccc23)no1	-0.83	1	9%	-6	-1.1	3	-0.6	2.1	102
Cc1cc(C)c(C(=O)COC(=O)Cn2cnnn2)cc1C	-0.00084	1.1	2%	0	0.19	5	0.3	-0.086	89
Cc1cccc(C)c1OCc1nnc(SCC(=O)NCCc2ccccc2)o1	-0.6	1.1	7%	10	-0.33	·	-0.7	-0.027	89
Cc1ccc(-n2nc(-c3ccco3)cc2C(=O)NCc2cccnc2)cc1	0.084	1.2	7%	-9	-0.51	6	-0.2	0.039	31
SMILES	D1 mod	Fluor 339 460	NADH coupling	Hsp90 block	M1 antag	Ec RNAP inh	HTR1A agonist	M1 ag	Her2 expr inh
CCN1CCN(c2c(Cl)cccc2NC(=O)c2ccco2)CC1	-0.11	1	2%	-4	-0.0014	6	1.4	-0.024	104
CCOC(=O)c1[nH]c2cc(OC)c(OC)cc2c1NC(=O)c1ccc2c(c1)OCO2	·	1.2	6%	·	-0.29	3	-0.5	0.47	·
COc1ccc2nc(NCCO)[nH]c2c1	0.8	1.1	7%	-2	0.13	6	-1.2	0.16	94
CCOC(=O)c1ccc(Nc2nc(C)cc(C)c2C#N)cc1	1.8	1.5	0%	7	0.42	1	-1.3	0.68	84
CC(C)Cn1nc(NC(=O)C2CCCO2)c2cc3ccccc3nc21 (centres undefined)	12*	2.1*	6%	-3	-1.5	-6	3.2	-0.9	121
Cc1ccc2cc(C)c(N3CCN(c4ccccn4)CC3)nc2c1	0.24	1.5	4%	-3	-0.0025	-14	4.6	0.24	101
NC(=O)c1ccsc1NC(=O)C1CCCN1S(=O)(=O)c1ccc(Cl)cc1 (centres undefined)	·	1.1	6%	·	0.021	-3	-1.5	-0.27	195
COc1ccc(N=C2SC(C(=O)Nc3ccc4c(c3)OCO4)CC(=O)N2C)cc1 (centres undefined)	0.11	1.2	1%	17	-0.55	1	-2.6	-0.18	77
COC(=O)c1cc(Br)c(=O)n(Cc2ccc(OC)c(OC)c2)c1	·	1.1	11%	-20	0.71	·	-0.2	-0.74	94
COC(=O)CSc1nnc(Cc2cc(=O)[nH]c(=O)[nH]2)n1-c1cccc(OC)c1	·	1.1	6%	2	0.056	2	-3.6	0.16	78
CCc1ccc(N2CCN(C(=O)c3ccc(OC)c(OC)c3)CC2)cc1	-1.3	1.1	1%	0	-1.3	6	-2.5	-1.3	70
CCOC(=O)CCc1c(C)nc2cc(C3CCCN(C(=O)OC(C)(C)C)C3)[nH]n2c1=O (centres undefined)	-0.3	1.2	6%	-4	-1.7	9	-1.4	-0.57	72
O=C1c2ccccc2C(=O)N1CCc1nc2ccccc2c(=O)n1-c1ccccn1	0.12	1.1	5%	-2	0.35	1	0.7	0.36	88
Cc1ccc2nc(NC(=O)CN(C)S(=O)(=O)c3ccc(Br)s3)sc2c1	·	1.1	5%	-6	-0.77	-5	1.5	-0.3	47
Nn1cc(-c2ccccc2)nc1SCC(=O)NCCN1C(=O)CSC1=O	-0.2	1.1	3%	0	0.21	0	-0.4	-0.053	109
O=C1C(SC(F)(F)C(F)F)=C(C(F)(F)F)OC2C3C=CC(C3)C12 (centres undefined)	0.69	1.1	6%	-2	0.13	4	-2.3	-0.14	79
Cc1c(C(=O)O)nnn1-c1ccccc1	0.2	1.1	5%	2	-0.52	6	0.3	-0.45	109
CSc1ccccc1N=Cc1nc(-c2ccccc2)oc1O	-1.3	1.1	0%	-1	0.47	4	-1.0	-1.5	38
COc1ccc2c(c1)CCc1c(C(=O)NCCCn3ccnc3)noc1-2	0.55	1.3	3%	-2	-0.57	3	-0.8	-0.17	86
Cc1cccc(N2CC(C(=O)Nc3ccc4c(c3)OCO4)CC2=O)c1C (centres undefined)	-0.72	1.1	2%	3	-0.22	1	-1.6	-0.23	121
CN(CCO)c1ncnc2nc[nH]c12	·	1	3%	2	0.72*	8	-3.1	0.82	101
Cc1ccc2c(CN3CCN(S(=O)(=O)c4ccc5c(c4)OCCO5)CC3)cc(=O)oc2c1C	-0.16	1	2%	0	0.5	3	-1.1	0.25	60
CCCC(=O)Nc1nnc(-c2ccc(Cl)s2)o1	0.31	1.9	13%	1	-0.22	10	1.0	-0.05	86
COC(=O)C1CCCN1C(=O)c1cccs1 (centres undefined)	0.58	1.1	2%	-4	1.4	9	-1.7	-0.26	92
O=S(=O)(Nc1ccc2nc(-c3ccco3)[nH]c2c1)c1ccccc1	-0.68	2.1*	4%	9	-0.15	-6	-0.8	-0.033	85

Whole records, looked up by structure. Screens in order: D1 mod | Fluor 339 460 | NADH coupling | Hsp90 block | M1 antag | Ec RNAP inh | HTR1A agonist | M1 ag | Her2 expr inh
Shown for `COC(=O)CSc1nnc(Cc2cc(=O)[nH]c(=O)[nH]2)n1-c1cccc(OC)c1` → · | 1.1 | 6% | 2 | 0.056 | 2 | -3.6 | 0.16 | 78
Shown for `Cc1ccc2cc(C)c(N3CCN(c4ccccn4)CC3)nc2c1` → 0.24 | 1.5 | 4% | -3 | -0.0025 | -14 | 4.6 | 0.24 | 101
Shown for `O=C1c2ccccc2C(=O)N1CCc1nc2ccccc2c(=O)n1-c1ccccn1` → 0.12 | 1.1 | 5% | -2 | 0.35 | 1 | 0.7 | 0.36 | 88
Shown for `COc1ccc2nc(NCCO)[nH]c2c1` → 0.8 | 1.1 | 7% | -2 | 0.13 | 6 | -1.2 | 0.16 | 94
Shown for `CN(CCO)c1ncnc2nc[nH]c12` → · | 1 | 3% | 2 | 0.72* | 8 | -3.1 | 0.82 | 101

Continuation:
SMILES	D1 mod	Fluor 339 460	NADH coupling	Hsp90 block	M1 antag	Ec RNAP inh	HTR1A agonist	M1 ag	Her2 expr inh
COc1ccccc1OCCn1c(C(C)O)nc2ccccc21 (centres undefined)	-0.019	1.1	3%	1	-0.24	7	-2.1	-0.43	89
Cc1c(NC(=O)Nc2ccc(Cl)cc2)c(=O)n(-c2ccccc2)n1C	-0.9	1.1	3%	-3	-0.0044	1	-4.1	0.76	82
CCc1ccccc1NC(=O)CSc1nnc([C@@H](NC(=O)OC(C)(C)C)C(C)CC)o1 (some centres undefined)	-1.6	1.1	5%	1	-0.0015	-7	-1.5	-0.26	108
CCCCOC(=O)n1c(SCC(=O)N(C)C)nc2ccccc21	-7.3*	1.1	1%	-2	-1	-2	-0.2	-0.18	96
COc1ccc(NC(=O)CSc2nccn2-c2cccc(OC)c2)cc1	0.19	1.1	2%	4	0.027	-6	-1.7	-0.32	122
Cc1ccccc1CSc1nnc(-c2ccccn2)n1N	·	1.1	2%	·	0.73	9	-4.0	-0.0024	126
COC(=O)[C@@H](NC(=O)NCc1ccccc1Cl)C(C)C	-0.05	0.98	3%	-2	-0.61	4	-3.9	0.89	106
CCC(=O)Nc1nc(C)c(Oc2ccccc2)c(=O)[nH]1	-0.35	1.1	4%	-5	0.28	·	-2.2	0.025	139
COC(=O)Cn1c(=NC(=O)CSCC(=O)Nc2cc(C)on2)sc2ccccc21	-0.76	1.1	3%	-3	0.97	7	-1.1	-0.28	104
CCS(=O)(=O)N1CCN(C(=O)c2cccc(OC)c2)CC1	·	1	2%	·	0.72	2	-0.3	-0.92	65
CCOC(=O)c1cnc2ccc(Br)cc2c1NCCO	2	1.1	4%	·	-0.017	2	·	0.41	160
COc1cccc(-n2c(Cc3cc(=O)[nH]c(=O)[nH]3)nnc2SCC(=O)N2CCCCC2)c1	0.45	1.1	4%	-4	-0.019	3	-1.9	-0.28	94
O=c1[nH]c2ccccc2n1CCCSCCCn1c(=O)[nH]c2ccccc21	·	1.1	6%	-1	-0.77	3	-3.1	3.2	69
CC(C)N1C(=O)CCC1C(=O)N1CCCc2ccccc21 (centres undefined)	0.72	1.1	7%	-6	0.00045	4	-1.0	-0.13	113
O=C1CC(SCc2nc3ccccc3[nH]2)C(=O)N1c1cccc(F)c1 (centres undefined)	-0.41	1.2	9%	-11	0.17	9	0.0	0.23	·
O=C(O)C1CCCCC1C(=O)NCCCCc1ccccc1 (centres undefined)	-0.012	1.1	6%	-4	0.73	3	-2.3	0.23	162
CC(=O)c1cccc(NC(=O)c2oc(C)nc2C)c1	-0.8	1.1	7%	-2	-0.22	5	-1.2	0.094	106
CC(C)C(c1nnnn1Cc1ccccc1)N1CCN(Cc2ccc3c(c2)OCO3)CC1 (centres undefined)	-0.069	1.1	8%	-3	1.2	2	-0.6	-0.3	87
O=C1c2ccccc2C(=O)N1CSc1nnnn1-c1ccccc1	0.23	1.1	6%	·	-0.41	5	-1.3	-0.96	75
COc1ccc(-n2nnnc2SCC(N)=O)cc1	-0.09	1.1	2%	-2	-0.81	9	0.1	1.1	115
N#Cc1cccc(NC(=O)c2nc(-c3ccccc3)n(-c3ccccc3)n2)c1	1.9	1.1	7%	-3	-0.55	10	-2.9	3.5*	150
COc1ccc(COCC(O)CN2CCOCC2)cc1OC (centres undefined)	1.4	1.1	5%	1	1.8	2	-1.9	0.47	168
